Assay outcomes (PubChem)
Mcl1 Noxa PPI: Mcl-1/Noxa binding inhibitors, primary screen, biochemical, TR-FRET, 1536-well; Induced myeloid leukemia cell differentiation protein Mcl-1 (Homo sapiens), Q07820; AID 1022, 2008; TR-FRET Mcl-1/Noxa peptide binding, 2 h; 220,000 compounds, 1.5% hits; inhibition, % at 21.7 µM;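 active = compounds that cut the protein-peptide binding signal by more than 50% relative to plate controls in a single-dose test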;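 also: His-tagged Mcl-1 with rhodamine Noxa BH3 peptide and terbium anti-His antibody; 0% = Mcl-1 plus Noxa peptide wells and 100% = peptide-only wells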
Target sequence (Q07820 whole entry, looked up): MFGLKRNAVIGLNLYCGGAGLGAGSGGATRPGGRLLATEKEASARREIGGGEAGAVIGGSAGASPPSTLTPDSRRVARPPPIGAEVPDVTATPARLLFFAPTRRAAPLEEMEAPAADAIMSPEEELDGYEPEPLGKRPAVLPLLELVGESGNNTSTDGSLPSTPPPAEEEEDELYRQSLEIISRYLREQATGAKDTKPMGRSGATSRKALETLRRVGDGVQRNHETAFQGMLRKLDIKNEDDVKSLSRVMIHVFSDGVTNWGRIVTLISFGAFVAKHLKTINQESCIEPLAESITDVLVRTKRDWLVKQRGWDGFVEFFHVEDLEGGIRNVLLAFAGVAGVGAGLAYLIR
Rab2A wt mod: modulators of GTP binding to Rab2A wildtype, primary screen, biochemical, dog, bead-based flow cytometry, multiplex; 190,000 compounds, 0.19% hits; GST-Rab2 wt beads, Bodipy-GTP binding; Ras-related protein Rab-2A (Canis lupus familiaris), P61105; GTP binding activity, % at 10 µM; AID 760, 2007;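 active = GTP binding activity at least 20 points away from 100%, either lowered or raised; inconclusive = signal likely due to the compound's own green fluorescence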;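 also: 0% = beads with excess unlabeled GTP and 100% = no-compound control corrected for plate trend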
Mcl1 Bid PPI: Mcl-1/Bid binding inhibitors, primary screen, biochemical, TR-FRET, 1536-well. 220,000 compounds, 0.97% hits. inhibition, % at 21.7 µM. Induced myeloid leukemia cell differentiation protein Mcl-1 (Homo sapiens), Q07820. TR-FRET Mcl-1/Bid-Dy647 peptide binding;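 active = compounds that cut the binding signal by more than half at the single screening dose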;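 also: His-tagged Mcl-1 with europium anti-His antibody binding Bid BH3 peptide; 0% = Mcl-1 plus peptide wells and 100% = peptide-only wells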
Avidin bead fluor: green autofluorescence of compounds with avidin beads – biophysical, 488/530 nm, flow cytometry, artefact control, profiling panel; compound fluorescence 488/530 nm; stronger effect = higher value; fluorescence (KMESF) at 10 µM; 220,000 compounds, 0.38% hits; in the data active = fluorescence above about 47; also: inactives centre near 10
Pf gametocyte: late stage P. falciparum gametocyte viability inhibitors, primary screen, ATP luminescence, HTS | P. falciparum stage V gametocytes, 24 h | inhibition, % at 10.9 µM | 150,000 compounds, 0.065% hits;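 active = inhibition above the mean plus 3 SD of compounds within the control limits, set per campaign, cut at about 38% in these data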;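 also: 0% = DMSO wells and 100% = medium only without gametocytes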
GSH fluor: compound fluorescence on glutathione beads, profiling panel, artefact control, biophysical, 488/530 nm, flow cytometry; GSH beads flow cytometry, compound fluorescence 488/530 nm; stronger effect = higher value; fluorescence (KMESF) at 10 µM; 190,000 compounds, 0.25% hits; in the data active = fluorescence above about 89;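 also: glutathione beads carrying GST-tagged Bcl family fusion proteins plus one bare bead set; values are compound well signal with DMSO vehicle wells as background; inactives centre near 16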
Cdc42 wt: modulators of GTP binding to wildtype Cdc42, primary screen, biochemical, multiplex bead flow cytometry, Bodipy-GTP. 190,000 compounds, 0.2% hits. percent activity (GTP binding), % at 10 µM. GST-Cdc42 beads; actives lie on both sides. Cell division control protein 42 homolog (Homo sapiens), P60953;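 active = percent activity GTP binding at least 20 points away from the 100% baseline, either down as inhibitor or up as activator; inconclusive = compound flagged as likely green fluorescent from well-wide comparison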;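 also: median bead fluorescence of bound Bodipy-FL-GTP at 100 nM; 0% = excess unlabeled GTP control and 100% = no compound control; below 100% means less GTP binding so inhibitor and above means activator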
Target sequence (P60953 whole entry, looked up): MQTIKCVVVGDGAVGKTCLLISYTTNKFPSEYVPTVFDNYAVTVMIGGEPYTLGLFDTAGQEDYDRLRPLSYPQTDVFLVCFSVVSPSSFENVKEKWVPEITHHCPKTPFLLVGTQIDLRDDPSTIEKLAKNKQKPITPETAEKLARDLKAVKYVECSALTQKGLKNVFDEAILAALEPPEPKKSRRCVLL
Rac1 wt modul: wildtype Rac1 GTP binding modulators, primary screen, biochemical, GST-Rac1 beads, flow cytometry, multiplex | 190,000 compounds, 0.27% hits | Ras-related C3 botulinum toxin substrate 1 (Homo sapiens), P63000 | GTP binding activity (% of control), % at 10 µM | fluorescent GTP binding; actives lie on both sides; 0 = cold GTP competed, 100 = untreated;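 active = GTP binding activity at least 20 points away from the 100% control level, either lower or higher; inconclusive = compound flagged as likely green fluorescent, judged across all proteins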
Rab7 wt modul: modulators of GTP binding to Rab7, primary screen, biochemical, wildtype, multiplex bead flow cytometry; Rab7 GTPase wild type (dog), Bodipy-FL-GTP binding; GST-Rab7 beads, fluorescent GTP binding; actives lie on both sides; untreated = 100%, excess cold GTP = 0%; GTP binding activity (percent of control), % at 10 µM; 190,000 compounds, 0.055% hits; AID 758, 2007;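 active = fluorescent GTP binding to Rab7 beads changed by at least 20 points from the 100% baseline, either direction, mostly lower; inconclusive = compound itself probably fluorescent, or too few beads counted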;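 also: median green fluorescence of bound Bodipy-FL-GTP per Rab7 bead population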
Rac1 act GTP bind: GTP binding modulators of activated mutant Rac1, primary screen, biochemical, bead-based flow cytometry, multiplex, fluorescent GTP; Ras-related C3 botulinum toxin substrate 1 (Homo sapiens), P63000; GST-Rac1 activated beads; actives lie on both sides; 100% means binding = to untreated wells; percent activity (GTP binding), % at 10 µM; 190,000 compounds, 0.11% hits;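 active = GTP binding at least 20 percentage points away from the 100% baseline, in either direction, so actives lie on both sides; inconclusive = Compound likely fluorescent itself, or too few beads counted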
HRas wt GTP bind: modulators of GTP binding to HRas wildtype, primary screen, biochemical, bead-based flow cytometry, multiplex | GTPase HRas (Homo sapiens), P01112 | GST-Ras wt beads, Bodipy-FL-GTP binding; actives lie on both sides | GTP binding activity, % at 10 µM | 190,000 compounds, 0.14% hits | AID 759, 2007;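 active = GTP binding activity at least 20% away from the 100% baseline, either lowered as inhibitor or raised as activator; inconclusive = flagged as likely green fluorescent, judged across all proteins in the well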;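 also: 0% = unlabeled GTP competition control and 100% = no-compound control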
Target sequence (P01112 whole entry, looked up): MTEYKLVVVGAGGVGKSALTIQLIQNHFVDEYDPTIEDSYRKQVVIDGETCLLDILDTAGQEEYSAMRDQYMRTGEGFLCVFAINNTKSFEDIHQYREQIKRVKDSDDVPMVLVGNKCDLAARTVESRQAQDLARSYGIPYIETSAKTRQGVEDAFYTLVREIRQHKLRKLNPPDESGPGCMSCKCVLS
The depositor's hits bear a star; u = inconclusive; x = not tested or not shown.

SMILES	Mcl1 Noxa PPI	Rab2A wt mod	Mcl1 Bid PPI	Avidin bead fluor	Pf gametocyte	GSH fluor	Cdc42 wt	Rac1 wt modul	Rab7 wt modul	Rac1 act GTP bind	HRas wt GTP bind
COc1cc(OC)cc(C(=O)Nc2cc(-c3cn4cccnc4n3)ccc2C)c1	18.9	96.0	-7.9	9	-15.5	8	95.0	98.0	103.0	95.0	97.0
Cc1ccccc1CNC(=O)CN(c1cccc([N+](=O)[O-])c1)S(C)(=O)=O	6.0	97.0	-10.6	8	-9.2	13	95.0	95.0	95.0	92.0	96.0
CCN(CC)CC(=O)NCC1(c2ccccc2)CCCC1	2.1	99.0	-0.7	11	-5.0	18	97.0	103.0	99.0	95.0	98.0
CCOC(=O)N1CCc2c(sc(NC(=O)CN3CCN(C)CC3)c2C(=O)Nc2ccccc2)C1	12.5	97.0	-12.3	6	14.0	20	100.0	100.0	99.0	97.0	98.0
CCCC(=O)N1CC2(C)CN(C(=O)CCC)CC(CCC)(C1)C2=O	1.2	91.0	-9.0	31	x	17	92.0	95.0	94.0	94.0	94.0
Cc1cccc(-n2c(N)c(C(=O)N3CCN(C)CC3)sc2=S)c1	32.3	u	3.3	16	x	17	u	u	u	u	u
O=C(Nc1nc(-c2ccccc2)cs1)c1cccc([N+](=O)[O-])c1	16.9	100.0	3.8	-2	10.1	19	102.0	101.0	99.0	99.0	102.0
O=C(NCC1CCCO1)/C(=C\c1ccc(Cl)cc1)NC(=O)c1ccccc1 (stereo not given)	-18.0	98.0	-12.3	19	x	36	100.0	101.0	101.0	99.0	98.0
Cc1ccc(Cn2c(SCCN3CCCCC3)nc3c2c(=O)[nH]c(=O)n3C)cc1	23.4	101.0	1.2	7	x	16	95.0	99.0	98.0	96.0	99.0
COc1cc(/C=N/NC(N)=S)ccc1OCc1ccc(C)cc1	17.2	95.0	-119.2	12	19.5	7	97.0	101.0	96.0	100.0	98.0
CC1=NN(c2ccccc2)C(=O)C1C(=O)C(=O)Nc1ccc(F)cc1 (stereo not given)	21.6	100.0	-26.4	5	0.8	10	97.0	101.0	104.0	96.0	99.0
COc1cc([N+](=O)[O-])cc(/C=N/NC(=O)C(C)Nc2ccccc2C)c1O (stereo not given)	-36.0	92.0	-65.0	4	x	11	95.0	97.0	93.0	96.0	94.0
CCOc1ccc2nc(N3C(=O)/C(=C/c4ccccc4)NC3=S)sc2c1	-18.4	96.0	-23.9	19	-14.5	13	94.0	98.0	99.0	96.0	95.0
CN1c2ccccc2N(C)C1(C)c1ccccc1	79.8*	101.0	39.4	0	8.9	5	102.0	106.0	100.0	102.0	104.0
C=CCNC(=O)COC(=O)c1cccnc1Nc1ccccc1F	-4.9	96.0	-1.0	9	14.2	21	94.0	93.0	101.0	92.0	94.0
CC(C)(C)c1ccc(C(=O)N/N=C/c2ccc(OCCCF)cc2)cc1	7.8	98.0	-33.7	4	17.0	21	95.0	99.0	104.0	94.0	100.0
CCN(Cc1ccccc1)C(=O)c1ccccc1C	-15.2	102.0	12.5	10	-0.7	15	100.0	97.0	100.0	97.0	100.0
O=C(O)C1=C[C@H](C2CC2)C[C@H](OCCCCO)O1	-21.3	95.0	-13.3	6	12.7	15	98.0	96.0	95.0	97.0	96.0
COC(=O)c1c(NC(=O)CSc2nnnn2-c2ccccc2)sc2c1CCC(C)C2 (stereo not given)	6.5	u	-3.9	15	-6.1	23	u	u	u	u	u
O=c1c2cc(NC(=S)NC3CCCC3)ccc2nc2n1CCCCC2	22.3	95.0	-23.2	9	-41.7	17	96.0	97.0	94.0	93.0	94.0
COCCn1c(=NC(=O)c2ccc(S(=O)(=O)N3CCCc4ccccc43)cc2)sc2cc(S(C)(=O)=O)ccc21	-7.8	98.0	0.0	4	4.0	8	105.0	107.0	98.0	99.0	100.0
O=c1c2c(-c3ccccc3)csc2ncn1/N=C/c1cccc([N+](=O)[O-])c1O	-11.4	96.0	3.7	5	15.9	15	93.0	97.0	101.0	93.0	95.0
O=C(/N=C1\NC(=O)C(F)(C(F)(F)F)S1)NC1CCCCC1 (stereo not given)	33.6	100.0	-3.9	5	-34.9	16	104.0	100.0	103.0	99.0	102.0
CSc1nnc2c(n1)OC(c1cn(C)c3ccccc13)N(C(C)=O)c1ccccc1-2 (stereo not given)	11.4	96.0	-9.2	9	x	36	95.0	94.0	96.0	93.0	96.0
Cc1ccn(CC(=O)O)c(=O)c1	11.5	96.0	3.7	6	4.8	34	97.0	96.0	96.0	96.0	97.0
Cc1cc(OCCCC(=O)NCCN2C(=O)S/C(=C\c3cccnc3)C2=O)ccc1Cl	27.1	102.0	-41.6	14	-1.3	9	99.0	101.0	101.0	101.0	104.0
C/C(=C\c1ccccc1)C(=O)c1c(C)cc(C)[nH]c1=O	-1.7	98.0	-4.2	18	-2.3	14	94.0	94.0	103.0	95.0	96.0
COC(=O)c1c(C)[nH]c(C(=O)/C=C/c2ccc(Cl)cc2)c1C	13.9	98.0	-5.2	16	2.2	20	100.0	102.0	103.0	102.0	98.0
CCCC(=O)Nc1ccc(Cl)c(NC(=S)NC(=O)c2cc3ccccc3o2)c1	2.5	104.0	-0.9	15	-3.0	13	104.0	108.0	101.0	102.0	103.0
COc1cc(CCC(=O)NNC(=O)c2ccc(C)cc2)cc(OC)c1OC	10.6	99.0	-11.8	10	-2.7	19	96.0	99.0	104.0	96.0	97.0
Cc1ccc(-n2c(-c3cnccn3)n[nH]c2=S)cc1	21.2	92.0	-37.4	11	-32.1	14	89.0	90.0	101.0	91.0	91.0
CCCCCNC(=O)C1CCC(Cn2c(=S)[nH]c3ccccc3c2=O)CC1 (stereo not given)	-5.5	98.0	-11.9	11	-2.9	18	94.0	98.0	97.0	96.0	97.0
CSCCC1NC(=O)N(CC(=O)Nc2cccc3ccccc23)C1=O (stereo not given)	-6.2	106.0	-26.3	9	0.9	11	106.0	112.0	106.0	103.0	106.0
CCOC(=O)/C(=N\Nc1ccccc1[N+](=O)[O-])c1csc(Nc2ccccc2)n1	16.1	92.0	-20.1	13	10.2	72	94.0	98.0	97.0	91.0	94.0
O=C1NC(N2CCOCC2)=N/C1=C/c1ccc2c(c1)OCO2	17.1	99.0	-14.6	9	-35.4	21	98.0	101.0	96.0	95.0	98.0
CCCCN(C)CCNC(=O)CSCc1ccc(C)cc1	28.1	104.0	17.2	9	-11.6	25	102.0	102.0	109.0	95.0	101.0
O=C(O)CCC(=O)Nc1nc2ccc([N+](=O)[O-])cc2s1	18.4	99.0	3.6	25	-21.3	9	92.0	97.0	104.0	96.0	99.0
S=c1[nH]nc(-c2ccc3c(c2)OCO3)n1-c1ccccc1	29.2	100.0	-2.2	12	0.8	17	98.0	100.0	102.0	98.0	100.0
COc1ccccc1C(=O)Nn1c(-c2cccs2)nc2ccccc2c1=O	14.9	98.0	-14.8	11	x	13	101.0	106.0	97.0	100.0	101.0
Cc1ccc2cc(C)c(NCCO)nc2c1	-3.9	100.0	7.9	4	x	6	105.0	109.0	100.0	101.0	101.0
Cc1ccnc(NS(=O)(=O)c2cccc3nsnc23)c1	10.5	93.0	-10.3	4	-25.1	41	93.0	94.0	94.0	93.0	92.0
O=C(Nc1ncc(Cc2ccc(SC(F)F)cc2)s1)c1ccccc1	18.5	95.0	11.3	5	-9.4	19	97.0	96.0	94.0	96.0	94.0
Cc1cccc(OCC(=O)N2CCCc3ccccc32)c1	-11.6	92.0	-57.1	11	4.2	12	94.0	96.0	96.0	94.0	92.0
Cc1cc(C(=O)Nc2ccccc2C(=O)O)ccc1NC(=O)COc1cccc([N+](=O)[O-])c1	25.8	89.0	7.8	10	9.9	9	87.0	89.0	96.0	85.0	91.0
O=C1CS/C(=C\S(=O)(=O)c2ccc(Cl)cc2)N1	4.8	u	-16.6	12	x	15	u	u	u	u	u
CCCCNC(=O)N1CCN(c2ncccn2)CC1	14.7	96.0	-27.4	10	6.3	18	94.0	98.0	99.0	95.0	96.0
c1nnc(-c2ccc3c(c2)OCO3)o1	6.2	97.0	-17.1	12	x	12	94.0	95.0	102.0	92.0	96.0
COc1ccc(/C=C2/N=C(SCC(=O)Nc3cc(C)on3)N(c3ccccc3)C2=O)cc1	5.0	82.0	10.6	10	2.4	19	85.0	77.0*	95.0	91.0	81.0
COc1cc(NC(=O)CN(c2ccc(C)cc2)S(=O)(=O)c2c(C)nn(C)c2C)cc(OC)c1	8.5	97.0	-18.7	16	-35.4	15	97.0	98.0	102.0	96.0	99.0
CCCCSc1nnc([C@H](C)NC(=O)OC(C)(C)C)o1	22.0	96.0	-21.2	11	x	25	99.0	96.0	93.0	95.0	96.0
Cc1cccc(C)c1-n1nnnc1C1(Nc2ccccc2)CCCCC1	5.1	99.0	-32.3	11	-35.2	48	99.0	107.0	103.0	96.0	103.0
Cc1c(NC(=O)C(C)OC(=O)c2ccc(Cl)nc2)c(=O)n(-c2ccccc2)n1C (stereo not given)	11.9	97.0	-7.4	13	-0.5	21	104.0	104.0	94.0	102.0	99.0
O=S(=O)(c1cccc(Cl)c1Cl)N1CCCCC1	-7.6	95.0	-40.0	12	x	28	97.0	99.0	94.0	92.0	96.0
Cc1cc(-c2nc3cccnc3s2)ccc1NS(=O)(=O)c1ccc2c(c1)OCCO2	7.2	101.0	-2.2	6	x	26	98.0	99.0	101.0	96.0	101.0
